yeast sgs1 mgt1 – NCI yeast anticancer drug screen, S. cerevisiae sgs1 mgt1 strain; growth inhibition, % at 50 µM; 78,000 tested, 10% active;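 note: 0% = growth of vehicle-only cultures of the same strain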
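Genetically altered yeast, compound exposure, growth inhibition relative to vehicle.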
yeast mlh1 rad18 – NCI yeast anticancer drug screen, S. cerevisiae mlh1 rad18 strain | growth inhibition, % at 50 µM | 79,000 tested, 11% active;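 note: 0% = growth of vehicle-only cultures of the same strain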
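Cells of a genetically altered yeast strain, deficient in DNA damage repair, were treated with compound. Their growth was then compared with that of vehicle-treated cultures to give inhibition.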
rad50 – NCI yeast anticancer drug screen, S. cerevisiae rad50 strain; 79,000 tested, 10% active; growth inhibition, % at 50 µM; AID 155, 2004;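 note: 0% = growth of vehicle-only cultures of the same strain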
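Vehicle-treated cultures provide the reference for the growth inhibition reported for compound-exposed, repair-deficient yeast.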
bub3 – NCI yeast anticancer drug screen, S. cerevisiae bub3 mutant strain. growth inhibition, % at 50 µM. 78,000 tested, 9.9% active. AID 167, 2004;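 note: 0% = growth of vehicle-only cultures of the same strain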
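Whole-cell yeast assay. The mutant strain was incubated with compounds, and growth inhibition was determined by comparison with vehicle-treated cells.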
cln2 rad14 – NCI yeast anticancer drug screen, S. cerevisiae cln2 rad14 strain; 78,000 tested, 8.3% active; growth inhibition, % at 50 µM;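 note: 0% = growth of vehicle-only cultures of the same strain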
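cln2 rad14 yeast strain; compound exposure; growth inhibition read vs vehicle controls.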
yeast mec2-1 – NCI yeast anticancer drug screen, S. cerevisiae mec2-1 strain; growth inhibition, % at 50 µM; 79,000 tested, 9% active; AID 157, 2004;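 note: 0% = growth of vehicle-only cultures of the same strain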
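Using mec2-1 yeast: add compound, measure growth, express inhibition versus vehicle-treated cultures.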
An asterisk follows results filed as active; x = no result given. Cut-off read from the data, not from the text of the source: active = growth inhibition above about 70%; inactive = the rest.

The opening two entries, ahead of the listing:
Values run as follows: yeast sgs1 mgt1	yeast mlh1 rad18	rad50	bub3	cln2 rad14	yeast mec2-1
> CC(C)N=C(N)/N=C(\N)Nc1ccc2ccc3ccccc3c2c1
→ 100*	100*	100*	46	99*	25
> O=C1CCCC2=C1C(c1ccc(Cl)c(Cl)c1)C1=C(CCCC1=O)O2
→ -7	6	1	13	-18	7

The list itself (from the top)
Values run as follows: yeast sgs1 mgt1	yeast mlh1 rad18	rad50	bub3	cln2 rad14	yeast mec2-1
> CC(C)N=C(N)/N=C(\N)Nc1ccc2ccc3ccccc3c2c1
→ 100*	100*	100*	46	99*	25
> O=C1CCCC2=C1C(c1ccc(Cl)c(Cl)c1)C1=C(CCCC1=O)O2
→ -7	6	1	13	-18	7
> CC(C)Cc1ncc(CC(C)C)n(O)c1=O
→ 91*	90*	89*	90*	81*	88*
> CC(CCC(=O)O)(Nc1ccc([N+](=O)[O-])cc1[N+](=O)[O-])C(=O)O (centres undefined)
→ 99*	99*	99*	99*	92*	100*
> O=C(O)CC(CC(=O)O)n1cccc1
→ -9	-6	-4	-32	-32	-11
> NS(=O)(=O)c1ccc(NC(=O)Nc2ccc(Cl)cc2[N+](=O)[O-])cc1
→ 30	30	-10	30	-17	19
> O=C(NO)Nc1ccccc1Cl
→ 10	9	6	-4	-2	9
> COc1ccc(C(=O)c2ccccc2C)cc1OC
→ -1	0	2	37	28	0
> C[N+]1(CCN[N+]2(C)CCCCC2)CCc2ccccc2C1 (centres undefined)
→ -44	-3	-6	-39	-20	-15
> COC(=O)c1c2c(cc3c1CC1(Cc4ccccc4C1)C3)CCC2
→ 17	19	1	3	1	12
> CC(N)CCN (centres undefined)
→ -6	2	4	12	11	11
> CCCCCCC(C)(C)NC(N)=O
→ -4	-12	-9	4	17	4
> Cc1c2ccc(=O)cc-2oc2cc(O)ccc12
→ 12	19	24	0	-8	4
> CN(C)/C=C/C(=O)c1ccccc1[N+](=O)[O-]
→ x	12	17	x	x	-11
> CC(CCC#N)(CCC#N)C(=O)c1ccccc1
→ 25	8	29	-5	-38	26
> Cc1ccc(C)c2c3c(oc12)CCCC3
→ -3	-1	-5	3	-27	6
> Fc1ccc(CN2COc3c(cc(Cl)c4cccnc34)C2)cc1
→ 100*	99*	99*	100*	99*	100*
> CC(=O)CC(=O)ON(C)C(=O)Cc1ccccc1
→ -3	-8	30	-6	-4	15
> CC(=O)Nc1ccc(C)cc1
→ -2	-21	-17	-21	-38	21
> O=C1CC(c2ccc(Cl)cc2)C(=O)O1 (centres undefined)
→ 2	-15	-10	-23	3	12
> O=C(Nc1ccc(S(=O)(=O)N2CCCCC2)cc1)OC1CCCCCCC1
→ 11	4	17	1	-3	-11
> CCCNC(=O)Nc1ccc(S(N)(=O)=O)cc1
→ 2	-1	10	11	6	1
> COc1cc2c(c(OC)c1OC)-c1ccc(OC)c(=O)cc1[C@@H](NC(=O)c1ccccc1)CC2
→ 19	19	12	14	0	7
> COc1ccc(NC(=O)CC(=O)NN2C(=O)/C(=C/c3ccc(N(CCC#N)CCC#N)cc3C)N=C2/C=C\c2ccccc2)cc1
→ -15	13	9	13	13	19
> O=C(O)COc1ccc(Br)cc1-c1ccccc1
→ 42	12	22	4	8	-1
> CC(C)CN1CC(C)C(=O)NC1=O (centres undefined)
→ -2	5	1	1	4	-3
> Nc1nc(=O)n(CCCOc2cccc(Cl)c2)cc1-c1ccc(Cl)c(Cl)c1
→ 52	52	53	87*	69	49
> CCCC(=O)Nc1ccc(C(=O)OCC)cc1
→ -1	-2	-1	-28	-68	-12
> OC1CCCCC1
→ 18	20	21	6	16	17
> C=C(C)Cn1cnc2c1c(=O)n(C)c(=O)n2C
→ -14	-6	0	-14	-38	-10
> Nc1nc(N)nc(-c2ccco2)n1
→ -27	-5	-15	-1	-82	-7
> Nc1ccc2c(ccc3cccc[n+]32)c1
→ 12	7	3	-1	-9	-2
> NC1=C(O)C(=O)C(c2ccccc2)O1 (centres undefined)
→ -4	2	-29	-9	-24	-12
> CC(=O)c1ccc(O)cc1
→ -11	2	-44	-2	-15	-34
> CON(C)c1nc2ccccc2o1
→ -9	-18	-22	-2	-17	-8
> Cc1ccccc1/C=N/Nc1ccc([N+](=O)[O-])cc1[N+](=O)[O-]
→ -2	-12	-2	-25	-35	13
> CCC(=O)Nc1cc(Cl)ccc1C
→ 26	26	47	9	23	31
> COc1ccc(NC(=O)CC2SC(=Nc3ccccc3C)NC2=O)c([N+](=O)[O-])c1 (centres undefined)
→ 73*	74*	57	35	32	72*
> COc1ccc(C(c2cc3c(cc2O)OCO3)N2CCOCC2)c(OC)c1OC (centres undefined)
→ 63	83*	96*	99*	24	100*
> CNc1nc(NC)nc(-c2ccccc2)n1
→ -27	-23	-25	-23	-55	-16
> Cc1ccc(S(=O)(=O)NC(=O)NC2=NC(C)(C)N(c3ccc(Cl)c(Cl)c3)C(N)=N2)cc1
→ 4	2	-1	-24	79*	-3
> CCOC(=O)c1ccc2c(c1)nc(-c1ccccn1)n2CCc1ccccn1
→ -10	-4	-9	-7	-29	-10
> CC(=O)CC[N+](C)(C)C
→ -31	42	1	-24	-42	-23
> O=[N+]([O-])c1cccc2nsnc12
→ 54	44	63	-8	17	31
> Cc1cccc(N2C(=O)C(=O)C(c3nc4ccccc4s3)/C(=N/NC(=S)NN)C2=O)c1C (centres undefined)
→ -49	-13	-20	-11	6	-16
> O=[N+]([O-])c1ccc(SC2=NCCN2Cc2ccccc2)c(Cl)c1
→ 0	-25	-14	-22	-47	-30
> OC1CCCC1C(O)(C(F)(F)F)C(F)(F)F (centres undefined)
→ -19	-42	-48	1	-26	-36
> CCOC(=O)c1c(C)c2c(n1C)CCC(CCC(C)=O)C2=O (centres undefined)
→ 0	3	6	7	14	6
> CC1(Br)C2c3ccccc3C(c3ccccc32)C1(C)C(Cl)(Cl)Cl (centres undefined)
→ -2	-5	-9	-7	-15	1
> CCC(C)(C)c1ccc(OCCO)cc1
→ -21	-23	-29	-19	-13	-29

(next part)
Values run as follows: yeast sgs1 mgt1	yeast mlh1 rad18	rad50	bub3	cln2 rad14	yeast mec2-1
> COc1cccc2c1C(=O)c1c(O)c3c(c(O)c1C2=O)C[C@@](O)(c1csc(-c2ccncc2)n1)C[C@@H]3OC1CC(N)C(O)C(C)O1 (some centres undefined)
→ 17	26	23	-2	32	15
> COc1ccc(C(C)c2cc3c(cc2OC)OCO3)cc1OC (centres undefined)
→ 11	25	-5	17	5	-7
> COCNC(=O)NCC(F)(F)C(F)(F)C(F)(F)C(F)(F)C(F)(F)C(F)(F)C(F)(F)F
→ -1	28	-10	-6	16	8
> CC(C)(C)C1CCC2(CC1)CCN(CCCN1CCOCC1)CC2
→ 99*	98*	99*	98*	97*	98*
> CCc1ccc(C(C)=O)cc1
→ 35	53	7	-10	4	41
> CCOC(=O)/C(C#N)=C(\CC)c1cc(Cl)cc(Cl)c1O
→ -7	44	11	-12	-32	6
> O=C(O)Cc1cccc2c(=O)cc(Cc3ccccc3)oc12
→ -12	-15	-14	20	7	-17
> CN(C(=O)Sc1ccc([N+](=O)[O-])cc1)c1ccc([N+](=O)[O-])cc1
→ 10	21	1	31	4	15
> N#Cc1ccc(/C=N\NC(=O)CCSCCC(=O)N/N=C/c2ccc(C#N)cc2)cc1
→ 8	7	13	13	18	25
> O=c1[nH]c2cc([N+](=O)[O-])ccc2nc1/C=C(\O)c1cccnc1
→ 23	31	22	6	23	6
> O=C(ON=C(C1CC1)C1CC1)ON=C(C1CC1)C1CC1
→ -14	24	4	1	38	11
> O=CSC(=Nc1ccc(Cl)cc1)NC(=O)COc1ccc(Cl)cc1
→ 59	12	5	33	-22	-21
> CCCCCCC1(/C=C/c2ccc(Cl)cc2Cl)OCCCO1
→ -5	4	3	12	-3	9
> CC(C)NC(=O)OCCN=C1c2ccccc2CCc2ccccc21
→ 77*	69	76*	82*	62	79*
> CCC(C)C=O (centres undefined)
→ -9	-8	4	10	2	-6
> COCCN1C(=O)C2c3[nH]c4ccccc4c3C3CCC(C(C)(C)C)CC3C2C1=O (centres undefined)
→ 89*	94*	94*	94*	96*	96*
> CCn1cnc2[nH]cc(C#N)c2c1=O
→ 6	37	8	-19	34	-15
> CCOC(=O)/C(=C/c1ccc(OC)cc1)N(CC)CC
→ -17	-20	-46	-19	0	-23
> COc1ccccc1NC(=O)CC(=O)N1N=C(C)C(N=Nc2ccc(C(=O)O)cc2)C1=O (centres undefined)
→ 3	2	0	-1	28	-4
> CCCS(=O)(=O)N(CC)CC
→ -2	-15	0	-6	-28	-11
> O=C1C=CC2(CC=CCC2)CC1 (centres undefined)
→ -2	1	5	-12	-23	-8
> NNC(=O)/C(NC(=O)c1ccccc1)=C(\N)c1ccc(Cl)cc1
→ 4	8	-7	38	22	-24
> CCCCNC(=O)C1=C(C)NC(C)=C(C(=O)NCCCC)C1
→ -35	-22	-49	-15	5	-65
> Nc1cn(C2OC(CC(c3ccccc3)(c3ccccc3)c3ccccc3)C(O)C2O)c(=O)[nH]c1=O (centres undefined)
→ 42	35	39	46	37	35
> O=C(/C=C/c1ccccc1)Cc1nc2nnc(NC(=O)Nc3ccc(Cl)cc3)n2[nH]c1=O
→ 2	5	-9	6	-8	2
> O=C(O)c1ccc(-c2nc3ccc(Cl)cc3[nH]2)cc1
→ -25	-24	-45	-14	6	-6
> COc1c(C)c(C)c(Br)c(C)c1C
→ 7	12	6	1	16	8
> CC[O-].CC[O-].O=Nc1ccc2cc([O-])ccc2c1.O=Nc1ccc2cc([O-])ccc2c1.[Ti+4]
→ 60	16	35	53	45	45
> O=C(Cc1nc2ccccc2[nH]1)NNC(=S)Nc1ccc(Cl)cc1
→ 35	44	16	-16	-9	-2
> N#CCSCC(N)C(=O)O (centres undefined)
→ -1	-5	-11	-20	-7	-15

Record cards (already shown):
O=C(/C=C/c1ccccc1)Cc1nc2nnc(NC(=O)Nc3ccc(Cl)cc3)n2[nH]c1=O reads yeast sgs1 mgt1 = 2; yeast mlh1 rad18 = 5; rad50 = -9; bub3 = 6; cln2 rad14 = -8; yeast mec2-1 = 2
Nc1cn(C2OC(CC(c3ccccc3)(c3ccccc3)c3ccccc3)C(O)C2O)c(=O)[nH]c1=O (centres undefined) reads yeast sgs1 mgt1 = 42; yeast mlh1 rad18 = 35; rad50 = 39; bub3 = 46; cln2 rad14 = 37; yeast mec2-1 = 35

(next part)
Values run as follows: yeast sgs1 mgt1	yeast mlh1 rad18	rad50	bub3	cln2 rad14	yeast mec2-1
> CSc1c(C#N)c(N)nc2c(N=Nc3ccc(Br)cc3)c(N)nn12
→ -14	-5	-26	-20	-6	-12
> COC(=O)N/N=C(\C)c1sc(-c2nc(C)c(/C(C)=N/NC(=O)OC)s2)nc1C
→ -27	1	18	3	-36	1
> CC1SC2(C(=O)N(CN3CCCCC3)c3ccccc32)N(c2ccccc2)C1=O (centres undefined)
→ -31	0	15	4	-1	0
> CCCC(CO)OC(=O)Nc1ccc(-c2ccccc2)cc1 (centres undefined)
→ -2	12	-8	27	-56	-1
> CCCCCNc1ncnc2c1cnn2C
→ -1	0	8	23	-12	1
> CN1CN(C)CN(C(=S)c2c(Cl)cccc2Cl)C1
→ 1	24	30	2	12	23
> Cc1ccccc1-c1nc2c(N)nc(N)nc2nc1N
→ -24	-62	-4	-37	-19	-13
> Nc1c(Br)c(Br)cc2c1-c1ccc(Br)cc1C2O (centres undefined)
→ -33	-12	-18	2	-6	0
> NS(=O)(=O)c1ccc(NC(=O)c2cccc3cc4ccccc4nc23)cc1
→ 22	10	11	-4	-3	4
> CC(=O)OCC1OC(n2cc([N+](=O)[O-])c(=O)[nH]c2=O)C(OC(C)=O)C(OC(C)=O)C1OC(C)=O (centres undefined)
→ -9	-35	-13	13	-20	10
> NC(=O)NC12CC3CC(CC(C3)C1)C2
→ 13	3	13	5	-1	-6
> CN(NC(=O)CCCl)C1=NCCN1
→ -4	17	5	8	-11	-5
> C/C(=N/NC(=O)c1ccccc1S(N)(=O)=O)C(CN1CCCCC1)C(C1=C(O)C2C=CC=CC2OC1=O)c1ccccc1 (centres undefined)
→ 91*	88*	90*	89*	89*	91*
> OC1c2ccccc2CC12Cc1ccccc1C2 (centres undefined)
→ 37	14	36	27	24	39
> CCOC(=O)Cc1cccnc1
→ -14	-3	-28	-12	16	-40
> O=C(Nc1cccc(O)c1)c1ccc([N+](=O)[O-])cc1
→ 14	23	2	20	-15	19
> CCCCCCCCCCCCCCCCOc1ccc(C2=NCC(C)S2)c(C)c1 (centres undefined)
→ 12	38	4	-2	46	3
> CC12CCC3C(CCC4CC(O)CCC43C)C1CC=CO2 (centres undefined)
→ 11	69	23	59	-2	51
> COC(=O)c1[nH]c(=O)c(C#N)c(C(=O)OC)c1C(=O)c1cccnc1
→ -5	26	3	-17	19	-4
> C/C(=N\Nc1ccc([N+](=O)[O-])cc1)C(=O)N(C)Nc1ccccc1
→ -38	-5	-6	-60	-6	-54
> C/C(CC(=O)Nc1cccc([N+](=O)[O-])c1)=N\NC(=O)C[n+]1ccccc1
→ -1	-3	16	0	19	-17
> O=c1c2n(c(=O)c3n1CCC=3)CCC=2
→ -1	9	-2	-7	-25	-14

Screens as filed in PubChem BioAssay.
